High-throughput results as filed in PubChem.
AID2073 = disruptors of CaV2.2 binding to Mint1 – biochemical, HTRF (AID 2073); actives 0.19% (n = 290,000); one-dose inhibition, % at 20 µM; IC50 in µM for titrated hits; HTRF protein-protein interaction, Mint1-CaV2.2; higher % means a stronger effect; in the data active means inhibition mostly above about 51%, no sharp cut-off; inconclusive means no clear call, values can overlap the other calls; inactive means mostly below about 53%; further: some results filed as inactive read as strong as hits
RSV antiviral HEp-2 = inhibition of RSV-induced cytopathic effect – HEp-2 cells, primary 10 µM value included (AID 2391); HEp-2 cells, RSV-induced CPE inhibition; higher % means a stronger effect; one-dose CPE inhibition, % at 10 µM; IC50 in µM for titrated hits; actives 0.13% (n = 310,000); in the data active means a potency from the dose series; inconclusive means CPE inhibition mostly from about 23% at the one dose, without a potency; inactive means the rest, 99 in 100 with CPE inhibition below about 21%; further: strong numbers were not always called active
Large T inhibition = SV40 large T antigen inhibitors, biochemical (AID 1903); SV40 large T antigen ATPase/helicase inhibition assay; higher % means a stronger effect; inhibition, % at 20 µM, or IC50 in µM where a hit was titrated; actives 0.39% (n = 310,000); in the data active means a potency from the dose series; inconclusive means inhibition mostly from about 32% at the one dose, without a potency; inactive means the rest, 99 in 100 with inhibition below about 32%; further: strong numbers were not always called active
SIAH1 antagonists = Siah-1 peptide-binding antagonists, primary screen, biochemical, fluorescence polarization, rhodamine-plectin, uHTS (AID 1817); displacement, % at 20 µM; hits with a dose series show IC50 in µM; actives 0.02% (n = 290,000); Siah-1 / rhodamine-plectin peptide fluorescence polarization; higher % means a stronger effect;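 active means displacement of at least 50% at 20 µM, with a fluorescence ratio check between 0.3 and a set limit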;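 further: plate controls were Siah plus tracer with DMSO for no effect and tracer alone without Siah for full effect; strong numbers were not always called active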
Rac1 GTP hydrolysis = MgcRacGAP GTPase-activating activity inhibitors, confirmation, biochemical, ADP Hunter fluorescence; AID 624330; MgcRacGAP-stimulated Rac1 GTP hydrolysis, ADP Hunter fluorescence; higher % means a stronger effect; GST-tagged Rac1 F28L mutant substrate; actives 0.6% (n = 340,000); one-dose inhibition, % at 30 µM; IC50 in µM for titrated hits;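 active means first-screen hits whose inhibition reached a set limit at any dose in the follow-up dose series; inconclusive means inhibition above the set first-screen limit but never retested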;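 further: fluorescence reports GDP produced by GAP-driven GTP hydrolysis; strong numbers were not always called active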
NTR1 ag = NTR1-driven beta-arrestin-GFP spot formation – imaging, U2OS cells, high content, primary screen (AID 493036); agonist mode; actives 0.17% (n = 330,000); activation, % at 20 µM;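 active means activation at or above 40% of the spot to cytoplasm intensity ratio, with at least 20 cells analyzed; inconclusive means wells under 20 cells, flagged as cytotoxic or low count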;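 further: 0% = DMSO without peptide and 100% = 100 nM NTR1 peptide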
Target sequence (P30989 whole entry, looked up): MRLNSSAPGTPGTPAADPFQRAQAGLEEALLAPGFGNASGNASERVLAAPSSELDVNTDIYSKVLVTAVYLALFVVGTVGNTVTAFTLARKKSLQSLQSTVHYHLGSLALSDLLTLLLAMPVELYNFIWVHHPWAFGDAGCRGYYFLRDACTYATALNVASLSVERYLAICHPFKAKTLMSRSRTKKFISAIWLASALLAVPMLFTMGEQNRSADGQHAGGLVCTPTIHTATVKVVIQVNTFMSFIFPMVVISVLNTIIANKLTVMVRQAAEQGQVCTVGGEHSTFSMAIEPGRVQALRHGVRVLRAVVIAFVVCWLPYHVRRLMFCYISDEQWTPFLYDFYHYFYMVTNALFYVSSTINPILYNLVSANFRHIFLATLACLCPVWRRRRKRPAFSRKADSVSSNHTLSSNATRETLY
Dengue-2 NS5 capping = Dengue-2 NS5 methyltransferase inhibitors, primary screen, biochemical, confirmation dose response (AID 588689). Dengue-2 NS5 methyltransferase capping enzyme assay, biochemical; higher % means a stronger effect. actives 0.3% (n = 340,000). one-dose inhibition, % at 25 µM; IC50 in µM for titrated hits; in the data active means a potency from the dose series; inconclusive means inhibition above about 29% without an active follow-up result
West Nile virus CPE = West Nile virus antiviral activity, cell-based, CPE readout (AID 1621). actives 0.02% (n = 290,000). West Nile virus-infected cells, CPE inhibition; higher % means a stronger effect. one-dose CPE inhibition, % at 10 µM; IC50 in µM for titrated hits; in the data active means a potency from the dose series; inconclusive means CPE inhibition mostly from about 3.7% at the one dose, without a potency; inactive means the rest, 99 in 100 with CPE inhibition below about 2.2%; further: strong numbers were not always called active
UTI89 phage lysis = protection from phage-mediated lysis, alamar blue read-out – E. coli UTI89, K1F phage, bacterial capsule biogenesis inhibitors (AID 488966) | E. coli UTI89 K1F phage lysis, alamar blue, 2 h; higher % means a stronger effect | inhibition, % at 100 µM, or IC50 in µM where a hit was titrated | actives 0.02% (n = 340,000);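 active means phage lysis inhibition, versus mean bacterial control, above a set limit; inconclusive means no clear call, values can overlap the other calls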;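 further: capsule biogenesis inhibitors block K1F phage lysis so surviving cells raise fluorescence; higher fluorescence means more inhibition of phage lysis; actives were called in the ten point dose series up to 300 µM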
NTR1 ag cell count 20 µM = also measured in NTR1 ag; calls as there; cell count; measured here: cell count, cytotoxicity flag
Dengue-2 NS5 capping pilot replicate = further read-out of Dengue-2 NS5 capping, marked with its call; inhibition, %; measured here: pilot screen replicate inhibition
* = called active by the depositor; [ ] = another dose, or the depositor's remark.

The first 2 entries as a preview:
`COCCn1c(SCC(=O)NC2CCCC(C)C2C)nc2ccccc2c1=O` (stereo unspecified) gave Rac1 GTP hydrolysis 3%, NTR1 ag 0.6, Dengue-2 NS5 capping 2%, UTI89 phage lysis -0.1%[50 µM] and NTR1 ag cell count 20 µM 70.
For Nc1ccccc1Oc1ccc2ccccc2c1 the results were AID2073 -4%, RSV antiviral HEp-2 12%, Large T inhibition 2%, SIAH1 antagonists -3%, Rac1 GTP hydrolysis 3%, NTR1 ag 4.1, West Nile virus CPE 0.3%, UTI89 phage lysis 2.8% and NTR1 ag cell count 20 µM 75.

All compounds of this part (from the top)
`COCCn1c(SCC(=O)NC2CCCC(C)C2C)nc2ccccc2c1=O` (stereo unspecified) gave Rac1 GTP hydrolysis 3%, NTR1 ag 0.6, Dengue-2 NS5 capping 2%, UTI89 phage lysis -0.1%[50 µM] and NTR1 ag cell count 20 µM 70.
For Nc1ccccc1Oc1ccc2ccccc2c1 the results were AID2073 -4%, RSV antiviral HEp-2 12%, Large T inhibition 2%, SIAH1 antagonists -3%, Rac1 GTP hydrolysis 3%, NTR1 ag 4.1, West Nile virus CPE 0.3%, UTI89 phage lysis 2.8% and NTR1 ag cell count 20 µM 75.
Cc1cc(C)nc(NC(=O)NC(=O)c2ccccc2)n1 was read as AID2073 9%, RSV antiviral HEp-2 0.9%, Large T inhibition 25%, SIAH1 antagonists 0%, Rac1 GTP hydrolysis 6%, NTR1 ag 0.5, Dengue-2 NS5 capping -5%, West Nile virus CPE -0.3%, UTI89 phage lysis 2.6%[50 µM] and NTR1 ag cell count 20 µM 68.
O=C(COC(=O)CCC(=O)c1ccc(F)cc1)NCCc1ccccc1 was read as Rac1 GTP hydrolysis 3%, NTR1 ag 0.9, Dengue-2 NS5 capping -3%, UTI89 phage lysis 1.6% and NTR1 ag cell count 20 µM 73.
For COc1ccc(C2C(C#N)=C(N)OC3=C2C(=O)CC(C)(C)C3)cc1Cn1nc(C)c([N+](=O)[O-])c1C (stereo unspecified) the results were AID2073 3%, RSV antiviral HEp-2 4.8%, Large T inhibition 24%, SIAH1 antagonists 2%, Rac1 GTP hydrolysis 4%, NTR1 ag 7.2, Dengue-2 NS5 capping -6%, West Nile virus CPE -1.2%, UTI89 phage lysis -0.3% and NTR1 ag cell count 20 µM 75.
`COc1ccc([N+](=O)[O-])cc1NC(=O)C1CCCN1S(=O)(=O)c1cccs1` (stereo unspecified) gave RSV antiviral HEp-2 4.0%, Large T inhibition 9%, Rac1 GTP hydrolysis 9%, NTR1 ag 4.3, Dengue-2 NS5 capping -5%, UTI89 phage lysis 1.1%[50 µM] and NTR1 ag cell count 20 µM 59.
COc1ccc(Cl)cc1C(=O)NNC(=O)CCNC(C)=O was read as AID2073 -9%, RSV antiviral HEp-2 1.6%, Large T inhibition 3%, SIAH1 antagonists -4%, Rac1 GTP hydrolysis 11%, NTR1 ag 0.1, Dengue-2 NS5 capping 10%, West Nile virus CPE -0.2%, UTI89 phage lysis 0.1% and NTR1 ag cell count 20 µM 53.
For COc1ccccc1CN1CC(C(=O)NCCN2CCOC2=O)CCC1=O (stereo unspecified) the results were AID2073 10%, RSV antiviral HEp-2 0.8%, Large T inhibition 8%, SIAH1 antagonists -4%, Rac1 GTP hydrolysis 7%, NTR1 ag 0.8, Dengue-2 NS5 capping -1%, West Nile virus CPE -0.1%, UTI89 phage lysis 0.0% and NTR1 ag cell count 20 µM 57.
Screening COC(=O)NCC(c1ccc2c(c1)OCO2)N1CCN(c2ccccc2)CC1 (stereo unspecified) returned AID2073 16%, RSV antiviral HEp-2 0.8%, Large T inhibition 9%, SIAH1 antagonists 4%, Rac1 GTP hydrolysis 7%, NTR1 ag 0.0, Dengue-2 NS5 capping 3%, West Nile virus CPE -0.2%, UTI89 phage lysis 2.5% and NTR1 ag cell count 20 µM 48.
Screening N#Cc1cccc(NC(=O)Cc2ccccc2)c1 returned AID2073 15%, RSV antiviral HEp-2 4.7%, Large T inhibition 2%, SIAH1 antagonists 4%, Rac1 GTP hydrolysis 7%, NTR1 ag -0.6, Dengue-2 NS5 capping -2%, West Nile virus CPE -0.2%, UTI89 phage lysis 3.7% and NTR1 ag cell count 20 µM 65.
Screening CCOC(=O)c1cc2c(nc1N)CCCC2 returned AID2073 -5%, RSV antiviral HEp-2 10%, Large T inhibition 2%, SIAH1 antagonists -5%, Rac1 GTP hydrolysis 14%, NTR1 ag 1.7, Dengue-2 NS5 capping -5%, West Nile virus CPE 0.0%, UTI89 phage lysis 0.1%[50 µM] and NTR1 ag cell count 20 µM 58.
Screening CCOC(=O)NC(NC(=O)OCC)C(=O)c1ccccc1 returned AID2073 7%, RSV antiviral HEp-2 -0.4%, Large T inhibition 9%, SIAH1 antagonists 6%, Rac1 GTP hydrolysis 3%, NTR1 ag 0.8, Dengue-2 NS5 capping -7%, West Nile virus CPE -0.1%, UTI89 phage lysis 4.5% and NTR1 ag cell count 20 µM 46.
Screening O=C(Nc1nnc(S(=O)(=O)Cc2ccc(F)cc2)s1)c1ccccc1F returned AID2073 19%, RSV antiviral HEp-2 4.2%, Large T inhibition -3%, SIAH1 antagonists 3%, Rac1 GTP hydrolysis -3%, NTR1 ag 0.1, Dengue-2 NS5 capping 5%, West Nile virus CPE 0.6%, UTI89 phage lysis 0.1% and NTR1 ag cell count 20 µM 69.
For CCOc1ccc2nc(SCC(=O)c3ccccc3)sc2c1 the results were AID2073 -10%, RSV antiviral HEp-2 inconclusive, Large T inhibition 13%, SIAH1 antagonists 7%, Rac1 GTP hydrolysis 7%, NTR1 ag 2.0, Dengue-2 NS5 capping -8%, West Nile virus CPE 0.3%, UTI89 phage lysis -1.1% and NTR1 ag cell count 20 µM 55.
`COc1ccccc1N1CCN(C(=O)Cn2nnc(-c3ccncc3)n2)CC1` gave AID2073 -2%, RSV antiviral HEp-2 -0.2%, Large T inhibition 2%, SIAH1 antagonists 7%, Rac1 GTP hydrolysis 7%, NTR1 ag -1.2, Dengue-2 NS5 capping -3%, West Nile virus CPE -0.5%, UTI89 phage lysis 0.1% and NTR1 ag cell count 20 µM 49.
Screening Cc1cccc(C)c1NC(=O)CN(C)CC(=O)c1c(N)n(Cc2ccccc2)c(=O)n(C)c1=O returned RSV antiviral HEp-2 0.2%, Rac1 GTP hydrolysis 7%, NTR1 ag -1.1, Dengue-2 NS5 capping -10%, UTI89 phage lysis 0.8%[50 µM] and NTR1 ag cell count 20 µM 47.
For C=CCOc1ccc(/C=C2\SC(=S)N(N3CCOCC3)C2=O)cc1 the results were AID2073 4.4µM*, RSV antiviral HEp-2 1.0%, Large T inhibition 5%, SIAH1 antagonists 8%, Rac1 GTP hydrolysis 7%, NTR1 ag 0.0, Dengue-2 NS5 capping -8%, West Nile virus CPE -0.2%, UTI89 phage lysis -0.7% and NTR1 ag cell count 20 µM 44.
Screening CCCCCNCC(=O)Nc1cccc(C(=O)Nc2cccc(C(F)(F)F)c2)c1 returned AID2073 -5%, RSV antiviral HEp-2 -0.8%, Large T inhibition 8%, SIAH1 antagonists 1%, Rac1 GTP hydrolysis 29%, NTR1 ag 18, Dengue-2 NS5 capping -5%, West Nile virus CPE -1.5%, UTI89 phage lysis 0.8% and NTR1 ag cell count 20 µM 71.
Screening COc1ccc(N2CCN(C(=O)CN(C3CCCCC3)S(C)(=O)=O)CC2)cc1 returned AID2073 -15%, RSV antiviral HEp-2 0.5%, Large T inhibition inconclusive, SIAH1 antagonists 8%, Rac1 GTP hydrolysis 25%, NTR1 ag 0.0, Dengue-2 NS5 capping -3%, West Nile virus CPE 0.0%, UTI89 phage lysis 0.0% and NTR1 ag cell count 20 µM 64.
`COC(=O)CN1C(=O)[C@H]2[C@@H](/C=C/c3ccccc3)N3C(=O)CN(CC4CC4)C(=O)[C@@]3(Cc3ccccc3)[C@H]2C1=O` gave AID2073 11%, RSV antiviral HEp-2 1.1%, Large T inhibition 1%, SIAH1 antagonists -1%, Rac1 GTP hydrolysis 6%, NTR1 ag -4.8, Dengue-2 NS5 capping -10%, West Nile virus CPE 0.0%, UTI89 phage lysis 0.7% and NTR1 ag cell count 20 µM 90.
For CN1C(C(=O)NCCc2cccs2)CC2Cn3c(nc4cc5ccccc5cc43)C21 (stereo unspecified) the results were AID2073 5%, RSV antiviral HEp-2 4.4%, Large T inhibition 4%, SIAH1 antagonists 2%, Rac1 GTP hydrolysis 21%, NTR1 ag -6.1, Dengue-2 NS5 capping -3%, West Nile virus CPE -0.7%, UTI89 phage lysis 0.8% and NTR1 ag cell count 20 µM 83.
`Cc1ccc(O)c(-c2cc(-c3cccc(F)c3)n[nH]2)c1` gave AID2073 5%, RSV antiviral HEp-2 5.2%, Large T inhibition -8%, SIAH1 antagonists -1%, Rac1 GTP hydrolysis 2%, NTR1 ag 9.9, Dengue-2 NS5 capping 3%, West Nile virus CPE 0.1%, UTI89 phage lysis -1.4% and NTR1 ag cell count 20 µM 77.
NC(=O)COc1ccc(C2c3c(oc4ccccc4c3=O)C(=O)N2CC2CCCO2)cc1 (stereo unspecified) was read as AID2073 -5%, RSV antiviral HEp-2 -1.2%, Large T inhibition 14%, SIAH1 antagonists -2%, Rac1 GTP hydrolysis 4%, NTR1 ag 1.7, Dengue-2 NS5 capping -3%, West Nile virus CPE 0.0%, UTI89 phage lysis 3.0% and NTR1 ag cell count 20 µM 62.
`C/C(=N\OC(=O)c1ccc(Cl)cc1)c1nccs1` gave AID2073 8%, RSV antiviral HEp-2 2.1%, Large T inhibition 11%, SIAH1 antagonists 4%, Rac1 GTP hydrolysis 8%, NTR1 ag 0.8, Dengue-2 NS5 capping -4%, West Nile virus CPE 0.1%, UTI89 phage lysis 0.7%, NTR1 ag cell count 20 µM 81 and Dengue-2 NS5 capping pilot replicate 3.6.
For Cc1ccc(CNC(=O)c2ccc(N3CCC4(CC3)CC(c3ccccc3)=NO4)c(NC(=O)c3ccccc3)c2)cc1 the results were RSV antiviral HEp-2 -1.8%, Large T inhibition 15%, Rac1 GTP hydrolysis 6%, NTR1 ag -0.4, Dengue-2 NS5 capping -6%, UTI89 phage lysis 0.5% and NTR1 ag cell count 20 µM 102.
`Cc1ccc2c(c1)N(S(=O)(=O)c1cc(-c3cc(C)no3)ccc1C)CCO2` gave AID2073 -5%, RSV antiviral HEp-2 14%, Large T inhibition 2%, SIAH1 antagonists -1%, Rac1 GTP hydrolysis 2%, NTR1 ag 4.7, Dengue-2 NS5 capping 0%, West Nile virus CPE 0.8%, UTI89 phage lysis 0.3% and NTR1 ag cell count 20 µM 70.
